Screening results deposited in PubChem BioAssay by Vanderbilt High Throughput Screening Facility.
Cav3 T inh: blocks human Cav3.2 T-type calcium channel. O95180. actives 4% (n = 100,000). Cav3.2-expressing cells, Fluo-4 calcium fluorescence FDSS; active compounds read low. B-score at 10 µM;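 active means single-dose well whose peak fluorescence ratio is a statistical outlier from its plate by either plate-standardised score or position-corrected B-score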
Starred values were filed as active, the others as inactive. These rows are one share of the data, so the mix of outcomes need not match the whole.

item	canonical_smiles	Cav3 T inh
1	COc1cc(OC)cc(-n2nnnc2SCC(=O)Nc2ccc(C(C)=O)cc2)c1	-0.236
2	COc1ccc(NC(=O)Cn2nc(Cc3cccnc3)c3ccccc3c2=O)cc1OC	0.602
3	CC(=O)c1cc(C(=O)Nc2ccc(C(=O)O)cc2)oc1C	0.153
4	CNc1nc(C)c(C#N)cc1C(C)=O	-0.816
5	COc1cc2c(cc1OC)-c1cc(NC3CC3)nc(=O)n1CC2	-1.15
6	CNCC(O)Cn1c(C(F)(F)F)nc2ccccc21 (stereo not given)	0.781
7	CN(Cc1ccccc1)Cc1nc2c([nH]1)c(=O)[nH]c(=O)n2C	-1.51
8	Cc1cccc(NC(=O)C2CC(=O)OC23CCCC3)c1 (stereo not given)	2.01
9	N#C/C(=C(/O)COC(=O)CCc1ccc(S(=O)(=O)N2CCOCC2)cc1)c1nc2ccccc2[nH]1	0.568
10	O=C(Nc1ccc(Cl)cc1)C1=Cc2cc(Cl)ccc2OC1	0.579
11	CCc1cccc(C)c1NC(=O)C(c1ccc(O)cc1)N1CCC1=O (stereo not given)	0.929
12	CC(C)N(C(=O)Cn1c(SCC(=O)N2CCN(c3ccccc3)CC2)nc2ccccc21)C(C)C	2.25
13	COC(=O)CCCc1nc2ccccc2s1	0.155
14	COc1ccccc1Nc1nc(-c2sc(NC(=O)CC(C)C)nc2C)cs1	0.0233
15	CC(C)C(=O)N1CCC2(CC1)Oc1ccc(F)cc1C(=O)C21CC(c2ccccc2)=NO1 (stereo not given)	-0.517
16	Cc1cccc2c1N1C(=O)c3c(C(=O)O)cccc3C1CC2C (stereo not given)	0.0845
17	CCCn1nnnc1NC(=O)CSc1ccc(Cl)cc1	0.0322
18	CN(C[C@H](Cc1ccccc1)N(C[C@H](c1ccccc1)N(CCc1ccccc1)N=O)N=O)N=O	-1.02
19	COc1ccc(C(C)=O)cc1CSc1nc2ccccc2o1	-2.09
20	Cc1ccc(NC(=O)/C=C/c2cccs2)c([N+](=O)[O-])c1	-0.0244
21	Cc1ccc(NC(=O)CCNS(=O)(=O)c2cccc3nonc23)cc1	0.365
22	CCOC(=O)c1c(NC(C)=O)sc2c(O)c(CN3CCN(CC)CC3)ccc12	0.0452
23	Fc1ccc(-c2ccc(-c3nn4c(-c5ccco5)nnc4s3)o2)cc1	-0.713
24	Cc1cc(C)n2nc(C(=O)OCC(=O)Nc3ccc4c(c3)OC(F)(F)O4)nc2n1	0.201
25	CCOC(=O)OC(C)OC1=C(C(=O)Nc2ccccn2)N(C)S(=O)(=O)c2ccccc21 (stereo not given)	0.442
26	COc1cc(C2NC(=O)NC(C)=C2C(=O)NCc2ccccc2)c(Cl)cc1O (stereo not given)	1.59
27	CCOC(=O)c1[nH]c2c(c1C)C(=O)CC(c1ccco1)C2 (stereo not given)	-1.99
28	CC(C(=O)OCC(=O)Nc1ccc2c(c1)OCO2)N1C(=O)c2ccccc2C1=O (stereo not given)	-0.586
29	CCC(CC)c1nnc(NC(=O)c2ccc(N3CCCC3=O)cc2)s1	0.329
30	CCN1CCN(C(=O)c2ccc3c(=O)n(Cc4ccccc4OC)c(=S)[nH]c3c2)CC1	0.889
31	CCOC(=O)c1oc2ccccc2c1NC(=O)c1cccc(OC)c1	-0.295
32	c1ccc(CCc2nn3c(-c4ccncc4)nnc3s2)cc1	1.97
33	O=C(O)c1cccc(COc2ccccc2Cl)c1	0.748
34	CCOC(=O)c1ccccc1NC(=O)c1cccnc1	-0.082
35	O=C(c1ccc(Br)o1)N(Cc1ccccc1)c1ccccn1	-0.554
36	O=C(C1=C[C@@H](C2CCCCC2)C[C@@H](OCCCCO)O1)N1CCOCC1	1.89
37	N#Cc1ccccc1Sc1ccccc1N	-0.7
38	CC1=C(C)/C(=N\OS(=O)(=O)c2ccccc2)C=CC1=O	-2.16
39	Cn1c(=O)c(C(=O)CN2CCOCC2)c(N)n(Cc2ccccc2)c1=O	0.49
40	COc1ccccc1C(=O)NCCNC(=O)c1ccco1	0.147

Down the list, as entered above:
Nos. 27 to 38 in Cav3 T inh, in turn: -1.99, -0.586, 0.329, 0.889, -0.295, 1.97, 0.748, -0.082, -0.554, 1.89, -0.7, -2.16

By substructure, the entries above with a cyano group
item	canonical_smiles	Cav3 T inh
4	CNc1nc(C)c(C#N)cc1C(C)=O	-0.816
9	N#C/C(=C(/O)COC(=O)CCc1ccc(S(=O)(=O)N2CCOCC2)cc1)c1nc2ccccc2[nH]1	0.568
37	N#Cc1ccccc1Sc1ccccc1N	-0.7

(more compounds)
item	canonical_smiles	Cav3 T inh
41	COCCn1c(=S)[nH]c2cc(C(=O)NCCc3ccc(OC)c(OC)c3)ccc2c1=O	-0.116
42	CCn1c(SCC(=O)c2[nH]c(C)c(C(C)=O)c2C)nnc1-c1ccncc1	-0.14
43	C=CCn1c(-c2cccs2)nc2ccccc21	-0.017
44	COc1ccc(-n2c(Cc3cccn3C)nnc2SCC(=O)Nc2cc(Cl)ccc2OC)cc1	-7.45*
45	O=C1NC[C@H](Cc2ccc(O)cc2)N(CC2CCCCC2)C1=O	0.959
46	CCOc1ccccc1CNC(=O)CCNC(=O)Cn1ccc2ccccc2c1=O	0.347
47	CC(C)COc1ccc(C(=O)CCN2CCCCC2)cc1	0.0539
48	Cc1ccc(-c2ccc(CCC(=O)O)n2-c2cccc(O)c2)cc1	-0.51
49	COC(=O)C1=C(C)NC(C)=C(C(=O)OCC(C)C)C1c1ccccc1[N+](=O)[O-] (stereo not given)	-0.88
50	CCc1ccccc1OCCOc1ccc(C)cc1OC	-0.207
51	CCC(C)N1CC23C=CC(O2)C(C(=O)OC)C3C1=O (stereo not given)	0.285
52	Cc1c(NC2=C(Cl)C(=O)N(c3ccccc3)C2=O)c(=O)n(-c2ccccc2)n1C	-0.318
53	O=C(CN(C1CCCCC1)S(=O)(=O)c1ccc(Cl)cc1)NCCCO	0.0339
54	CCn1cc(S(=O)(=O)CC(=O)Nc2ccc3c(c2)OCCO3)c2ccccc21	-0.999
55	O=C(CSc1nnc(-c2ccc(OC(F)F)cc2)o1)NC(=O)NCc1ccco1	-0.233
56	COC(C)(C)[C@]12CC(O)(C(C)C)ON1[C@H]1CCCCC1N2O (stereo not given in full)	0.397
57	Cc1ccc(CN2C(=O)c3ccccc3C2C(=O)NCC2CCCO2)cc1 (stereo not given)	1.69
58	O=C1CC(c2ccccc2)n2ncnc2N1 (stereo not given)	-0.72
59	CC(C)(C)C(=O)Nc1ccccc1N1CCN(C(=O)c2ccc(Cl)cc2)CC1	-0.381
60	CCOC(=O)c1sc(NC(=O)Nc2ccc(Cl)cc2)cc1C	-0.75

Entries listed above shown as hits in Cav3 T inh:
item	canonical_smiles	Cav3 T inh
44	COc1ccc(-n2c(Cc3cccn3C)nnc2SCC(=O)Nc2cc(Cl)ccc2OC)cc1	-7.45*

More entries
#	Structure	Cav3 T inh
61	CCOc1ccc2c(C)c(C(=O)O)oc2c1OCC	0.654
62	Cc1ccc(CNC(=O)Nc2ccccc2)cc1	0.0111
63	CCOC(=O)CNC(=O)C(CC(C)C)NC(=O)C1CCCCC1 (stereo not given)	0.966
64	CCc1ccc(S(=O)(=O)NCc2csc(-c3cccnc3)n2)s1	-0.0302
65	CC(C)[C@H](Nc1nc(-c2ccccc2)nc2c1oc1ccccc12)C(=O)O	-0.551
66	O=C(Cc1cccc2ccccc12)OCn1nnc2ccccc2c1=O	-2.11
67	Cc1cc2nc(-c3ccc(SCC(=O)N4CCc5ccccc54)nc3)[nH]c2cc1C	-3.82
68	COc1ccc(-c2cc(=O)c3cc(OC)ccc3[nH]2)cc1	1.27
69	COc1ccc(NC(=O)C2CCCN2C(=O)NCc2ccccc2)c(OC)c1 (stereo not given)	0.903
70	CC1(C)CC(=O)C(C=NCCN2CCN(C(=O)c3ccc(F)cc3)CC2)=C(O)C1	0.525
71	Fc1ccc2nc(Nc3nc4c(s3)CCCC4)sc2c1	-0.153
72	CCn1c(-c2ccccc2O)n[nH]c1=S	0.345
73	COC(=O)c1cc(NC(=O)CSc2nnc(CN3CCOCC3)n2C)ccc1Cl	-0.00476
74	COC(=O)c1cc2ccsc2n1Cc1cc(=O)n2ccccc2n1	-0.0133
75	CC(C)Sc1nc2c(c(=O)[nH]1)C(c1cccs1)C1=C(CC(C)(C)CC1=O)N2 (stereo not given)	-0.0114
76	COc1ccc(Br)cc1C(=O)Nc1cccc(C)c1	0.211
77	CC(=O)N1CN(Cc2ccccn2)Cc2c1sc1c2CCCC1	0.435
78	CN=C1c2c(-c3ccccc3)c3cc(OC)ccc3n2CCN1C	1.66
79	COc1ccc2nc(NC(=O)c3cccc(S(=O)(=O)N4CCOCC4)c3)sc2c1	-0.0412
80	CN(C)S(=O)(=O)c1ccc2nc(NC(=O)c3cccs3)sc2c1	-1.83
81	CC(C)(C)C(=O)NCCc1nc(-c2ccccc2)no1	0.441
82	COc1ccc(C2/C=C\CN(CC(C)C)CC(=O)N2Cc2ccc(F)cc2)cc1 (stereo not given)	-0.399
83	CCOc1ccc(NC(=O)CCN2CCCCC2)cc1	-0.0934
84	CC12CN3CCN(CC(C3)C1(O)CN1CCCCC1)C2 (stereo not given)	-0.382
85	CCCCn1c(SCC(=O)Nc2ccc(OC)cc2)nc2ccc(N3CCOCC3)cc2c1=O	-1.1
86	CCOC(=O)C1(C)/C(=N/Nc2ccccc2)C(=O)C(=O)N1c1ccccc1 (stereo not given)	-2.05
87	COc1ccccc1CN1[C@@H](CC(=O)O)c2ccccc2S1(=O)=O	-0.985
88	O=C(NNC(=S)NC(=O)c1cccnc1)c1ccccc1	-1.14
89	C=C(C)C1CCC(C)=C1COC(=O)Nc1ccccc1 (stereo not given)	-3.84
90	CC(C)Nc1cc(C(F)(F)F)nc(-c2ccccn2)n1	0.158
91	COCCNC(=O)CN(C(=O)CCC(=O)Nc1cc(C)on1)c1cccc(C)c1C	0.848
92	O=C(NCCN1CCOCC1)c1cc2ccccc2[nH]1	0.51
93	COc1ccc(NC(=O)CSC2=C(C#N)C(c3ccco3)C(C(=O)Nc3nc4ccccc4s3)=C(C)N2)cc1 (stereo not given)	-1.47
94	CCCCC(OC(=O)c1cc2occc2n1C)C(=O)NCC1CCCO1 (stereo not given)	0.0825
95	COc1cc2nc(NC(=O)c3ccc(Cl)cc3)[nH]c(=O)c2cc1OC	0.366
96	CC(C)NC(=O)CC1Nc2c3ccccc3nc(=S)n2C1=O (stereo not given)	0.355
97	Cc1cc(C)cc(N2CCCn3c2nc2c3c(=O)n(CCN3CCOCC3)c(=O)n2C)c1	1.96
98	O=C(Nc1ccc(Cl)c(Cl)c1)N1CCC(N2CCCCC2)CC1	0.924
99	CN1CCN(C(=S)Nc2ccccc2Cl)CC1	0.416
100	O=C(NC(=Nc1ccccc1)N1CCOCC1)Nc1ccccc1	0.905
101	CCOc1ccccc1NC(=O)/C=C/C(N)=O	1.09
102	COc1ccc(-n2c(-c3ccco3)n[nH]c2=S)cc1	1.64
103	COc1ccc2c(c1)S/C(=C\C(=O)c1ccncc1)N2C	-0.116
104	O=C1c2ccccc2C(=O)N1CCCc1nc(-c2ccncc2)no1	0.822
105	c1ccc2c(c1)CNc1ccccc1C2	-1.41
106	CCCCC(=O)Nc1c(C)cc(C)cc1Cl	1.33
107	COc1ccccc1OCC(O)Cn1c(Br)nc2c1c(=O)[nH]c(=O)n2C (stereo not given)	-0.00751
108	CCN(CCCNC(=O)CN1C(=O)COc2ccccc21)c1cccc(C)c1	-2.24
109	CC1CCN(C(=O)Cn2cc3c(n2)CCCC3)CC1	0.293
110	CC(=O)/C(C(=N)N1CCN(Cc2ccccc2)CC1)=C(\C)O	0.0113
111	CCn1c(SCC(=O)N2CCCC2)nnc1-c1ccc(N)cc1	1.03
112	COc1cc(C2c3c(n[nH]c3C)C(=O)N2c2ccc(Br)cc2)ccc1O (stereo not given)	0.6
113	O=S(=O)(c1ccccc1Cl)N1CCC(O)(c2ccc3c(c2)OCO3)CC1	-1.01
114	C=CCNC(=O)NC(=O)COC(=O)COc1ccc(Br)cc1F	0.164
115	COCCn1nnnc1C(C(C)C)N1CCN(C(=O)c2ccco2)CC1 (stereo not given)	-1.37
116	COc1ccc(CC(=O)Nc2ccc(-c3noc(-c4cc(OC)c(OC)c(OC)c4)n3)cc2)cc1	-0.494
117	Cn1c(=O)n(CCC(=O)O)c2ccccc21	0.00846
118	Cc1ccnc2nc(C(=O)OCCOc3ccccc3)nn12	-0.0942
119	O=C(NNC(=O)C1CC1)c1ccc(-c2ccccc2)cc1	2.31
120	Cc1ccc2nc(NCc3ccccc3)[nH]c2c1	-1.06

Arranged by formula weight (low to high): part of the list above
#	Structure	Cav3 T inh
120	Cc1ccc2nc(NCc3ccccc3)[nH]c2c1	-1.06
111	CCn1c(SCC(=O)N2CCCC2)nnc1-c1ccc(N)cc1	1.03
113	O=S(=O)(c1ccccc1Cl)N1CCC(O)(c2ccc3c(c2)OCO3)CC1	-1.01
112	COc1cc(C2c3c(n[nH]c3C)C(=O)N2c2ccc(Br)cc2)ccc1O (stereo not given)	0.6

Next part:
#	Structure	Cav3 T inh
121	N#CC1=C(N)NC(SCC(=O)Nc2ccccc2)=C(C#N)C12CCCC2	-3.36
122	O=C(Nc1cc(Cl)cc(Cl)c1)c1cccc(OC(F)F)c1	-0.155
123	O=C(CN(Cc1ccccc1Cl)C(=O)c1ccc(CN2CCOCC2)o1)NCc1ccccc1	0.507
124	COc1ccc2c(C(=O)CN(C)C3CCCCC3)c[nH]c2c1	-0.344
125	NC(=O)C1(N2CCCCC2)CCN(C(=O)CCCn2c(=O)[nH]c3ccsc3c2=O)CC1	-0.219
126	COc1cc(/C=C(\C#N)c2nc3ccccc3[nH]2)cc(Br)c1OCc1ccc(F)cc1	-2.58
127	Cc1nc(CC(=O)c2ccc(O)cc2O)cs1	0.453
128	CCOC(=O)c1cnc2cc(C)nn2c1C	0.244
129	CCCC(=O)c1ccc(N2CCCC2)c(F)c1	-1.01
130	CCN1CCN(P2(=O)C=C(c3ccccc3)OC(c3ccccc3)=C2)CC1	0.0644
131	CCOc1ccccc1C1CC(=O)Nc2cc3c(cc21)OCO3 (stereo not given)	-2.56
132	Cc1cc2ncn(C(=O)c3c(-c4ccccc4Cl)noc3C)c2cc1C	-1.32
133	Cc1nn(CCC#N)c(NC(=O)c2ccc(Cl)cc2)c1P(=O)(Nc1ccc([N+](=O)[O-])cc1)N1CCOCC1 (stereo not given)	-0.0955
